Source: PubChem
DENV2 CPE rescue – inhibitors of DENV2 cytopathic effect, primary screen, cell-based, plate reader, single concentration; DENV2-infected cells, cytopathic effect rescue; CPE inhibition, % at 9.99 µM; hit rate 1.7% among 350,000; AID 651640, 2012; in the data active means CPE inhibition above about 20%, passing the limit was not always enough; inconclusive means no clear call, values can overlap the other calls; tested in BHK-21 cells;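 further: 0% = median of neutral control wells and 100% = median of positive control wells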
miR-122 sensor – miR-122 Renilla sensor signal increase in Huh7, primary screen, miR-122 inhibitor project, cell-based, single point, plate reader. Huh7 miR-122 Renilla luciferase sensor, 48 h; neutral wells = 0, positive control = 100. activation (reporter increase), % at 12.5 µM. hit rate 0.3% among 340,000;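 active means mean replicate activation score at least 90 and every replicate individually at or above 90; inconclusive means only one of the two criteria met; inactive means neither criterion met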;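 further: higher luciferase means less miR-122 activity so hits act as miR-122 inhibitors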
GSIS activator – GLuc luminescence reporter in INS-1E cells, primary screen for activators of glucose-dependent secretion of insulin | activation, % at 16.6 µM | INS-1E GLuc reporter insulin secretion, 2-3 h | hit rate 0.61% among 370,000 | AID 743287, 2014;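 active means lowest replicate activation of at least 40%, so every replicate reaches that level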;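 further: 0% = median of neutral control wells and 100% = median of IBMX positive control wells; some compounds called inactive have numbers as strong as hits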
FN deposition inh – inhibitors of fibronectin matrix deposition, primary screen, AH1F cells, Alexa488-fibronectin fluorescence, plate reader. AH1F fibroblasts, overnight. inhibition, % at 12.6 µM. hit rate 0.086% among 350,000;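 active means mean inhibition across replicates of 30% or more, regardless of how many single replicates reach that level; inconclusive means mean under 30% yet at least half of replicates reach 30%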;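 further: positive control wells lacked labelled fibronectin entirely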
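Material: AH1F fibroblast monolayer depositing Alexa488-labelled fibronectin into matrix / Amount: 10000 AH1F cells per well / Signal: fluorescence 485/525 nm / Medium: DMEM, 2% serum / Compound: single dose, pinned / Incubation: 1 h cell adhesion before compound, then overnight fibronectin incubation / Reagent: Alexa488-FN, 24 nM final / Read-out: inhibition of fibronectin deposition signal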
EWS-Fli inh – EWS/Fli-driven NR0B1 reporter inhibitors, primary screen, A673 cells, NR0B1 luciferase, luminescence, MLPCN library. AID 651661, 2012. inhibition, % at 12.6 µM. hit rate 0.67% among 350,000. viability-normalised;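 active means mean inhibition of at least 50% after viability correction, with every replicate also passing that limit; inconclusive means mean reaches 50% but only one of two replicates passes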;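 further: firefly luciferase signal divided by Alamar Blue viability fluorescence both relative to DMSO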
F508del corr – F508del CFTR correction, initial screen, CFBE line, single point; hit rate 0.36% among 350,000; AID 720511, 2013; CFBE cells, YFP halide quenching; stimulated with forskolin plus potentiator P3; % fluorescence drop versus neutral controls; activity (quench increase), % at 7.58 µM;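 active means mean added fluorescence quench of at least 8% versus neutral control, with both replicates also reaching 8%; inconclusive means only one of the mean or replicate conditions met; inactive means mean below 8% and not both replicates reaching 8%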;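 further: cells transiently co-express mutant CFTR-F508del with the halide-sensitive YFP; corrector assay measuring rescue of mutant channel to the surface after 24 h compound exposure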
PAX8 reporter – inhibitors of PAX8-driven TPO luciferase reporter, primary screen, RMG-I cells, single concentration | SteadyGlo, 24 h | inhibition, % at 12.6 µM | hit rate 1.2% among 360,000;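 active means mean replicate inhibition at least 60% with every replicate also reaching 60%; inconclusive means only one of the two criteria is met; inactive means mean below 60% and not all replicates reaching 60%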;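 further: luciferase light reporting Pax8 driven TPO promoter activity; plate controls were median of neutral control wells for no effect and mitoxantrone controls for full effect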
* hit, by the source's call; ? = inconclusive; / = not tested or not shown; [ ] = another dose, or the depositor's remark. The order is random; any-hit rate near 3.9%.

SMILES	DENV2 CPE rescue	miR-122 sensor	GSIS activator	FN deposition inh	EWS-Fli inh	F508del corr	PAX8 reporter
CC(C)(C)OC(=O)NCCCCCc1nnc(SCc2ccccc2F)o1	-4	/	3	-3	6	-1.2	2
COc1ccc(-c2cc(C(=O)NCC3CCCO3)c3cc(C(C)C)ccc3n2)cc1 (stereo not given)	1	/	-8	-9	/	-3.6	1
O=C(COC(=O)c1cc(S(=O)(=O)N2CCOCC2)ccc1O)Nc1cc(S(=O)(=O)N2CCCC2)ccc1Cl	12	/	-10	1	-2	-0.8	-4
O=C(c1ccc(F)cc1)N1CC[C@@H]2[C@H]1c1cc(C3=CCCCC3)ccc1N[C@@H]2CO	/	-4[16.7 µM]	22	-4	10	0.2	1
Cc1cccc(NC(=O)CSc2ccc(-c3cccs3)nn2)c1C	/	7	-14	4	/	/	-12
COc1ccccc1/C=C/C=N/NC(=O)CN1CCN(Cc2ccccc2)CC1	-9	/	-19	-2	14	-0.2	-2
COc1ccccc1CNC(=O)Cn1ccsc1=N	?	-2	-2	/	4	1.4	2
C[C@H](CO)N1C[C@H](C)[C@H](CN(C)Cc2ccncc2)Oc2ncc(-c3cncnc3)cc2C1=O	13	1[16.7 µM]	21	/	1	1.1	/
Cc1cc2nc(-c3ccc(F)cc3)c(Cc3ccccc3)n2c(C)c1Br	0	4	-1	8	-12	-3.6	18
O=C(c1ccncc1)N1CC2(C1)[C@@H](c1ccccc1)[C@@H](CO)N2CC1CCOCC1	-2	/	10	-1	3	-2.0	-8
CN(C(=O)CC1C(=O)NCCN1C/C=C/c1ccccc1)C1CCOCC1 (stereo not given)	-4	/	17	-1	-3	-2.1	5
Cc1cccc(NC(=O)Nc2ccc3c(c2)C(=O)N(C)[C@@H]2CC[C@@H](CC(=O)NCc4ccccc4Cl)O[C@H]2CO3)c1	-5	-55[16.7 µM]	-3	6	1	-1.1	22
CCOc1ccc(/C=C/C(=O)C(C(N)=O)=C2SCCS2)cc1	12	/	0	10	-77	-7.1	-23
COc1ccccc1-c1ccc(SCC(=O)NCc2ccc3c(c2)OCO3)nn1	3	/	7	4	-1	-1.7	14
COc1ccc(CN(C)C[C@H]2Oc3ccc(NC(=O)Cc4cn(C)c5ccccc45)cc3CC(=O)N([C@@H](C)CO)C[C@@H]2C)cc1	16	0[16.7 µM]	-14	11	15	-0.8	24
Cc1cc(C)cc(N(CC(=O)N2CCC(C)CC2)S(=O)(=O)c2ccccc2)c1	/	?	/	9	/	/	-8
N#Cc1cc(N2CCCCC2)c([N+](=O)[O-])cc1C#N	5	/	-3	0	4	0.9	3
COc1ccccc1/C=N/NC(=O)C(C)Cn1cnc2ccccc21 (stereo not given)	2	/	1	11	2	/	15
O=C(NC1CCCCC1)N1CC(=O)N2[C@H](CO)[C@H](c3ccc(/C=C/c4ccccc4)cc3)[C@@H]2C1	-7	/	-10	10	7	4.7	1
CCOC(=O)c1n[nH]n(-c2cc(Cl)cc(Cl)c2)c1=O	?	-2	4	-9	15	-1.4	4
COc1ccc(OC(=O)/C=C/c2ccc([N+](=O)[O-])cc2)cc1	13	-2	-8	0	-2	-0.4	3
Cc1cccc(C(=O)OCC(=O)NCc2ccc3c(c2)OCO3)c1C	10	-8	/	5	0	5.4	0
COc1ccc(NC(=O)N(C)C[C@@H]2Oc3ccc(NS(=O)(=O)c4cccs4)cc3C(=O)N([C@H](C)CO)C[C@H]2C)cc1	5	-2[16.7 µM]	5	/	-9	-1.1	/
Cc1noc(C)c1S(=O)(=O)Nc1ccc2c(c1)C(=O)N([C@@H](C)CO)C[C@@H](C)[C@@H](CN(C)Cc1ccc(C(=O)O)cc1)OCCCC[C@@H](C)O2	4	4[16.7 µM]	12	4	-13	-1.3	-6
Cc1ccc(C(=O)NCCCN2CCOCC2)cc1S(=O)(=O)N1CCOCC1	0	/	11	5	-5	2.5	-7
O=C1CC(=C2c3ccccc3-c3ccccc32)C(=O)N1CCN1CCN(c2cccc(Cl)c2)CC1	/	4	/	-6	/	/	8
CO[C@H]1CC[C@H]2CCN(C)C(=O)[C@@H](C)N(C)C(=O)c3cccc(C#N)c3OC[C@@H]1O2	-3	/	1	10	-1	/	4
C=CCNc1nc2ccccc2c(=O)[nH]1	-4	1	-24	-1	0	-2.9	12
CCOC(=O)c1cnc(-c2ccccc2)nc1N1CCOCC1	-1	/	19	-5	-4	1.5	16
O=C(Nc1ccc(C(=O)N2CCCC2)cc1)Nc1ccc(Cl)cc1Cl	-14	/	0	0	-2	0.3	4
Oc1ccc(/C=N/NC(=S)NC2CC3CCC2C3)cc1 (stereo not given)	7	-26	/	1	-47	-3.4	-88
COC(=O)[C@@]1(Cc2ccccc2CN=[N+]=[N-])COC(c2ccc(OCCCO)cc2)=N1	27*	/	/	/	8	3.8	9
Cc1ccc(OCC(=O)NNC(=O)CSc2ncnc3sc(C)c(C)c23)cc1	3	/	-6	-11	9	0.5	3
O=C(NCc1cccc(C(F)(F)F)c1)C1CC2Cn3c(nc4ccccc43)C2N1Cc1ccccc1 (stereo not given)	-8	-4	0	-5	19	-2.2	-16
CCC1CN(C(=O)N2CCC(C(=O)NCc3ccco3)CC2)c2ccccc2O1 (stereo not given)	3	-1	39	4	/	-2.7	-9
CCOC(=O)c1c(C)oc2ccc(OC(=O)COc3c(F)c(F)c(F)c(F)c3F)cc12	-2	-10	-2	10	8	1.3	-12
Cc1ccc(-c2nnn(CC(=O)N3CCCCC3)n2)cc1	3	2	1	3	-24	-9.5	-7
CCOC(=O)C1=C(CN2c3ccccc3CC2C)NC(=O)NC1c1ccccc1 (stereo not given)	/	-4	/	-1	/	/	27
CN(Cc1cnn(-c2ccc(F)cc2)c1)C(=O)[C@H]1O[C@@H](n2cnc3c(N)ncnc32)[C@H](O)[C@@H]1O	9	-5	9	1	7	-2.6	8
C=CCNc1oc(-c2cccc(F)c2)nc1C#N	17	-6	1	-8	2	-2.3	-5
O=C(Nc1ccc(-c2cccc(F)c2)cc1)C1CCCN(Cc2ccccn2)C1 (stereo not given)	-2	-3	-45	-3	/	0.8	-13
COc1ccccc1CC(NC(C)=O)C(=O)NC1CCN(C(=O)c2ccc(C)cc2)CC1 (stereo not given)	10	-3	2	2	-4	0.8	-1
CCOc1ccc(NC(=O)c2ccc(NC(=O)COC(=O)Cc3ccc(OC)cc3)cc2)cc1	2	6	11	3	-104	1.0	-77
CC(C)(C)c1ccc(C(=O)NCCCNC(=O)c2cccnc2)cc1	6	/	-8	-3	-21	0.1	-49
Cc1onc(-c2ccccc2)c1C(=O)N1CCN(Cc2ccccc2)CC1	-6	-10	-2	2	-2	2.9	7
C=C1C2(C(=O)Nc3ccc(SC(F)F)cc3)CCC(C2)C1(C)C (stereo not given)	1	/	15	-7	1	2.0	98*
CCCNC(=O)Nc1ccc2c(c1)OC[C@H](C)N(Cc1ccncc1)C[C@H](C)[C@@H](OC)CN(C)C2=O	-3	/	-1	2	3	-2.1	-3
CO[C@@H]1CN(C)C(=O)c2ccc(NC(=O)c3ccno3)cc2OC[C@H](C)N(S(C)(=O)=O)C[C@H]1C	11	-11[16.7 µM]	-2	7	-5	-0.2	10
Cc1ccc(-n2c(=S)[nH]c3c(oc4ccccc43)c2=O)cc1	/	1	-5	-7	/	/	-35
CN(C)S(=O)(=O)n1cc(/C=C(\NC(=O)c2ccccc2Cl)C(=O)NCCN2CCOCC2)c2ccccc21	9	7	-2	2	/	0.0	6
O=C(COC(=O)CNS(=O)(=O)c1ccc2ccccc2c1)Nc1ccccc1Sc1ccccc1	1	/	24	2	6	/	-4
COC(=O)C[C@H]1CC[C@@H]2[C@H](COc3ccc(NC(=O)Nc4cccc(C)c4)cc3C(=O)N2C)O1	-2	-11[16.7 µM]	-2	/	-28	-2.6	11
COc1ccc(/C=C2/C(=N)N3N=C(CC(=O)N4CCCC4)SC3=NC2=O)cc1OC	-5	-6	1	0	2	-3.3	-14
COC(=O)C1=C(C)N(c2ccccc2)C(=S)NC1c1ccccc1C(F)(F)F (stereo not given)	3	-4	-7	5	1	1.9	0
O=C(/C=C/c1ccccc1)NCC(=O)N/N=C/c1ccco1	7	/	1	/	2	0.7	3
CCNC(=S)N=Nc1c(O)n(Cc2ccc(Cl)cc2)c2ccccc12	?	/	/	12	18	1.7	28
COc1ccc(N(CC(=O)NCc2ccco2)S(=O)(=O)c2ccc(C)cc2)cc1OC	17	/	0	12	-4	1.4	-16
N#C[C@@H]1[C@@H](c2ccc(C#Cc3ccccc3F)cc2)[C@@H](CO)N1C(=O)C1CC1	-2	/	-5	-49	-11	-2.9	-4

A different layout for part of the listing above.
| Molecule | DENV2 CPE rescue | miR-122 sensor | GSIS activator | FN deposition inh | EWS-Fli inh | F508del corr | PAX8 reporter |
| --- | --- | --- | --- | --- | --- | --- | --- |
| CCOc1ccc(NC(=O)c2ccc(NC(=O)COC(=O)Cc3ccc(OC)cc3)cc2)cc1 | 2 | 6 | 11 | 3 | -104 | 1.0 | -77 |
| CC(C)(C)c1ccc(C(=O)NCCCNC(=O)c2cccnc2)cc1 | 6 | / | -8 | -3 | -21 | 0.1 | -49 |
| Cc1onc(-c2ccccc2)c1C(=O)N1CCN(Cc2ccccc2)CC1 | -6 | -10 | -2 | 2 | -2 | 2.9 | 7 |
| C=C1C2(C(=O)Nc3ccc(SC(F)F)cc3)CCC(C2)C1(C)C (stereo not given) | 1 | / | 15 | -7 | 1 | 2.0 | 98* |
| CCCNC(=O)Nc1ccc2c(c1)OC[C@H](C)N(Cc1ccncc1)C[C@H](C)[C@@H](OC)CN(C)C2=O | -3 | / | -1 | 2 | 3 | -2.1 | -3 |
| CO[C@@H]1CN(C)C(=O)c2ccc(NC(=O)c3ccno3)cc2OC[C@H](C)N(S(C)(=O)=O)C[C@H]1C | 11 | -11[16.7 µM] | -2 | 7 | -5 | -0.2 | 10 |
| Cc1ccc(-n2c(=S)[nH]c3c(oc4ccccc43)c2=O)cc1 | / | 1 | -5 | -7 | / | / | -35 |
| CN(C)S(=O)(=O)n1cc(/C=C(\NC(=O)c2ccccc2Cl)C(=O)NCCN2CCOCC2)c2ccccc21 | 9 | 7 | -2 | 2 | / | 0.0 | 6 |
| O=C(COC(=O)CNS(=O)(=O)c1ccc2ccccc2c1)Nc1ccccc1Sc1ccccc1 | 1 | / | 24 | 2 | 6 | / | -4 |
| COC(=O)C[C@H]1CC[C@@H]2[C@H](COc3ccc(NC(=O)Nc4cccc(C)c4)cc3C(=O)N2C)O1 | -2 | -11[16.7 µM] | -2 | / | -28 | -2.6 | 11 |
| COc1ccc(/C=C2/C(=N)N3N=C(CC(=O)N4CCCC4)SC3=NC2=O)cc1OC | -5 | -6 | 1 | 0 | 2 | -3.3 | -14 |
| COC(=O)C1=C(C)N(c2ccccc2)C(=S)NC1c1ccccc1C(F)(F)F (stereo not given) | 3 | -4 | -7 | 5 | 1 | 1.9 | 0 |
| O=C(/C=C/c1ccccc1)NCC(=O)N/N=C/c1ccco1 | 7 | / | 1 | / | 2 | 0.7 | 3 |
| CCNC(=S)N=Nc1c(O)n(Cc2ccc(Cl)cc2)c2ccccc12 | ? | / | / | 12 | 18 | 1.7 | 28 |
| COc1ccc(N(CC(=O)NCc2ccco2)S(=O)(=O)c2ccc(C)cc2)cc1OC | 17 | / | 0 | 12 | -4 | 1.4 | -16 |

Shown as a hit in DENV2 CPE rescue, among the entries above:
molecule	DENV2 CPE rescue	miR-122 sensor	GSIS activator	F508del corr
COC(=O)[C@@]1(Cc2ccccc2CN=[N+]=[N-])COC(c2ccc(OCCCO)cc2)=N1	27*	/	/	3.8
